# T cruzi growth = T. cruzi proliferation inhibition | 77,000 compounds, 5.9% hits | inhibition, % at 8.34 µM | T. cruzi beta-gal in NIH3T3, GalScreen luminescence, 90 h;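 active = mean inhibition above about 93%, with at least 55% of replicates each passing it, limit read from the data, passing the limit was not always enough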
# KDM4C inh = KDM4C (human) demethylase inhibition | Q9H3R0 | GST-KDM4C 2-372, H3K9me3 peptide, LANCE TR-FRET | inhibition, % at 12.5 µM | 96,000 compounds, 0.15% hits | AID 720574;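 active = mean replicate inhibition above about 25%, with at least 55% of replicates also reaching it, limit read from the data, passing the limit was not always enough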
# Target sequence (Q9H3R0 2-372 limits assumed): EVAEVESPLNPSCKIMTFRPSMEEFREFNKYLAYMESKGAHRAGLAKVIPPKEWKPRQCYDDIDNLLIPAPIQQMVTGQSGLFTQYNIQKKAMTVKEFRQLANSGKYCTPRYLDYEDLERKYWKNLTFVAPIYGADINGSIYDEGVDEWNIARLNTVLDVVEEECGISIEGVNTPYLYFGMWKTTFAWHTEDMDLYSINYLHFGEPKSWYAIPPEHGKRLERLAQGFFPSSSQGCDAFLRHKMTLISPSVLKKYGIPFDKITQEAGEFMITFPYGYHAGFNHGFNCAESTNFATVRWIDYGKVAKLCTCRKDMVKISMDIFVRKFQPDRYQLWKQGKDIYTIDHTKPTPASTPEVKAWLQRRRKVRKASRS
#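 Compound: one test concentration per compound; Material: GST-GASC-1 enzyme fragment 2-372; Amount: GASC-1 enzyme at 10 nM final in reaction; Also added: H3K9me3 peptide substrate, Fe(II), 2-oxoglutarate; Technique: LANCE TR-FRET; Times: 30 min demethylation and 1 h detection at room temperature.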
# Pf Dd2 inh = inhibitors of Plasmodium falciparum Dd2 growth | 94,000 compounds, 2.3% hits | AID 1159554 | activity change, % at 10 µM | P. falciparum Dd2 growth, SYBR Green, 72 h; hits give low values; in the data active = activity change below about -80%
# C diff growth = blocks growth of Clostridium difficile; Clostridium difficile clinical isolate growth, OD600, 24 h; hits give low values; growth activity, negative = inhibition, % at 16 µg/mL (by protocol); 86,000 compounds, 0.25% hits; AID 1259249;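 active = mean growth activity at or below -80% and every replicate also at or below -80%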;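 note: 0% = DMSO wells and -100% = levofloxacin 16 µg/mL wells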
# Active calls of the source: *; . = no result given; & = joins results of further samples. Not a hit list; overall some 6.7% were active at least once.
SMILES	T cruzi growth	KDM4C inh	Pf Dd2 inh	C diff growth
CC(C)CC#Cc1ccc([C@@H]2[C@H](CO)N3CCCCN(C(=O)Nc4ccccc4)C[C@@H]23)cc1	59	1.2	-21	-98*
Cc1cccc(CN(C)C[C@@H]2OCc3cnnn3CCCC(=O)N([C@@H](C)CO)C[C@H]2C)c1	-89&19	0.3	-10&-2	1
C[C@H]1CN([C@@H](C)CO)S(=O)(=O)c2ccc(C#CCN(C)C)cc2O[C@@H]1CN(C)Cc1ccc2c(c1)OCO2	107*	6.2	-37	4
CCCC(=O)Nc1ccc2c(c1)C(=O)N(C)[C@@H]1CC[C@@H](CC(=O)NCC3CC3)O[C@H]1CO2	10	0.9	8	-5
O=C(C[C@@H]1CC[C@@H]2[C@H](COC[C@@H](O)CN2S(=O)(=O)c2ccccc2)O1)Nc1ccc(-c2ccccc2)cc1	104*	-2.1	-32	.
C[C@@H]1CN([C@@H](C)CO)C(=O)c2cc(NS(=O)(=O)c3cccs3)ccc2O[C@H]1CN(C)Cc1ccc(Oc2ccccc2)cc1	62	0.2	14	.
C[C@@H]1CN([C@H](C)CO)C(=O)c2cc(NC(=O)Cn3cnnn3)ccc2O[C@@H]1CN(C)Cc1ccc2c(c1)OCO2	-1	-0.6	19	9
COCC(=O)N1C[C@H](C)[C@H](OC)CN(C)C(=O)c2cc(NC(=O)c3ccccc3)ccc2OC[C@@H]1C	.	0.6	6	.
COc1ccccc1-c1ccc2n(c1=O)C[C@@H]1[C@@H](CO)[C@H](C(=O)N3CCCCC3)N(C)[C@H]21	35	2.1	.	1
CO[C@H]1CN(C)C(=O)c2cc(NC(=O)c3ccccc3)ccc2OC[C@H](C)NC[C@@H]1C	13	0.3	11	.
Cc1ccc(-c2cnc3c(c2)C(=O)N([C@H](C)CO)C[C@@H](C)[C@H](CN(C)C(=O)c2ccccc2)O3)cc1	60	1.8	-21	-2
Cc1noc(C)c1NC(=O)N(C)C[C@H]1OCCCC[C@H](C)Oc2ccc(NS(=O)(=O)c3ccc(F)cc3)cc2C(=O)N([C@H](C)CO)C[C@@H]1C	-20	1.5	20	4
C/C=C/c1ccc([C@H]2[C@@H](CO)N(C(=O)C3CCC3)[C@@H]2CNC(=O)NC(C)C)cc1	.	1.6	16	-1
CCN1[C@@H]2c3ccc(-c4cccc(OC)c4)c(=O)n3C[C@@H]2[C@@H](CO)[C@@H]1C(=O)OC	7	2.9	16	2
O=C(C[C@H]1CC[C@H](NC(=O)c2ccncc2)[C@H](CO)O1)NCC1CC1	.	-0.7	.	0
O=C(C1CCC1)N1CC(=O)N2[C@@H](CO)[C@@H](c3ccc(-c4cccnc4)cc3)[C@@H]2C1	.	-1.2	-7	10
C[C@@H]1CN([C@H](C)CO)C(=O)Cc2cc(NC(=O)CCCCCC(=O)Nc3ccccc3N)ccc2O[C@@H]1CN(C)S(=O)(=O)c1ccccc1	43	2.5	-46	3
Cc1noc(C)c1NC(=O)Nc1ccc2c(c1)CC(=O)N([C@H](C)CO)C[C@@H](C)[C@H](CN(C)C(=O)Nc1ccc(F)cc1)O2	20	-1.0	22	1
CCCNC(=O)C[C@@H]1CC[C@H]2[C@@H](COc3ccc(NC(=O)c4cccs4)cc3C(=O)N2C)O1	-1	0.0	8	1
CN(C)C(=O)[C@@H]1[C@@H](CO)[C@@H]2Cn3c(ccc(C4=CCCC4)c3=O)[C@@H]2N1Cc1ccc2c(c1)OCO2	50	5.0	1	-1
OC[C@H]1N[C@@H](CNCC2CCC2)[C@@H]1c1ccc(C2=CCCC2)cc1	62	-0.3	-15	2
C[C@@H]1CCCCO[C@@H](CN(C)S(=O)(=O)c2ccccc2)[C@@H](C)CN([C@@H](C)CO)C(=O)c2cc(NS(C)(=O)=O)ccc2O1	32	5.0	4	-4
Cc1noc(C)c1S(=O)(=O)Nc1ccc2c(c1)C(=O)N([C@H](C)CO)C[C@H](C)[C@H](CN(C)C(=O)Nc1ccc3c(c1)OCO3)OCCCC[C@H](C)O2	46	0.0	-61	-2
COc1ccc(S(=O)(=O)Nc2ccc3c(c2)C(=O)N([C@H](C)CO)C[C@@H](C)[C@@H](CN(C)C(=O)c2ccccc2)OCCCC[C@H](C)O3)cc1	12	8.1	-33	6
COc1cccc(-c2ccc3c(c2)[C@@H]2[C@@H](CCN2C(=O)c2ccccc2F)[C@H](CO)N3C)c1	71	-1.8	-9	63

# Arranged by heavy-atom count (smallest number first): 10 of the compounds above
SMILES	T cruzi growth	KDM4C inh	Pf Dd2 inh	C diff growth
OC[C@H]1N[C@@H](CNCC2CCC2)[C@@H]1c1ccc(C2=CCCC2)cc1	62	-0.3	-15	2
O=C(C[C@H]1CC[C@H](NC(=O)c2ccncc2)[C@H](CO)O1)NCC1CC1	.	-0.7	.	0
C/C=C/c1ccc([C@H]2[C@@H](CO)N(C(=O)C3CCC3)[C@@H]2CNC(=O)NC(C)C)cc1	.	1.6	16	-1
COc1ccccc1-c1ccc2n(c1=O)C[C@@H]1[C@@H](CO)[C@H](C(=O)N3CCCCC3)N(C)[C@H]21	35	2.1	.	1
CC(C)CC#Cc1ccc([C@@H]2[C@H](CO)N3CCCCN(C(=O)Nc4ccccc4)C[C@@H]23)cc1	59	1.2	-21	-98*
CN(C)C(=O)[C@@H]1[C@@H](CO)[C@@H]2Cn3c(ccc(C4=CCCC4)c3=O)[C@@H]2N1Cc1ccc2c(c1)OCO2	50	5.0	1	-1
Cc1ccc(-c2cnc3c(c2)C(=O)N([C@H](C)CO)C[C@@H](C)[C@H](CN(C)C(=O)c2ccccc2)O3)cc1	60	1.8	-21	-2
C[C@H]1CN([C@@H](C)CO)S(=O)(=O)c2ccc(C#CCN(C)C)cc2O[C@@H]1CN(C)Cc1ccc2c(c1)OCO2	107*	6.2	-37	4
COc1ccc(S(=O)(=O)Nc2ccc3c(c2)C(=O)N([C@H](C)CO)C[C@@H](C)[C@@H](CN(C)C(=O)c2ccccc2)OCCCC[C@H](C)O3)cc1	12	8.1	-33	6
Cc1noc(C)c1S(=O)(=O)Nc1ccc2c(c1)C(=O)N([C@H](C)CO)C[C@H](C)[C@H](CN(C)C(=O)Nc1ccc3c(c1)OCO3)OCCCC[C@H](C)O2	46	0.0	-61	-2

# More records follow.
SMILES	T cruzi growth	KDM4C inh	Pf Dd2 inh	C diff growth
C[C@@H](NC(=O)C[C@@H]1C[C@@H]2c3cc(NC(=O)CC4CC4)ccc3O[C@@H]2[C@H](CO)O1)c1ccccc1	21	-2.0	-35	3
CCCNC(=O)N1C[C@@H]2[C@H](c3ccccc31)[C@H](CO)N2C(=O)NC(C)C	5	-2.1	2	-8
COCC(=O)N(C)C[C@H]1Oc2ncc(C#CCC3CCCC3)cc2C(=O)N([C@H](C)CO)C[C@@H]1C	64	0.1	-22	-12
CO[C@H]1CN(C)C(=O)c2cc(NC(=O)NC(C)C)ccc2OC[C@H](C)NC[C@H]1C	-3	-1.7	13	-6
CN1C(=O)c2cc(NC(=O)c3ccccc3)ccc2OC[C@@H]2O[C@@H](CC(=O)O)CC[C@@H]21	-121	-1.2	-2	1
CC(C)C#Cc1ccc2c(c1)O[C@@H](CN(C)S(C)(=O)=O)[C@@H](C)CN([C@H](C)CO)S2(=O)=O	80	1.8	-16	13
CN(C)CC(=O)Nc1ccc2c(c1)[C@@H]1C[C@H](CC(=O)NCc3cccnc3)O[C@@H](CO)[C@@H]1O2	19	2.3	14	0
CN1C(=O)c2cc(NC(=O)c3ccc(F)cc3)ccc2OC[C@@H]2O[C@@H](CC(=O)NCC3CC3)CC[C@@H]21	-3	1.4	0	-3
CN(C)CCCNC(=O)[C@@H]1[C@@H](CO)[C@@H]2Cn3c(ccc(-c4cccnc4)c3=O)[C@H]1N2C(=O)CC1CC1	10	1.2	0	2
CN1c2ccc(C3=CCCCC3)cc2[C@@H]2[C@@H](CCN2C(=O)NC2CCCC2)[C@H]1CO	.	1.2	-64	2
Cc1ccccc1S(=O)(=O)N1[C@@H]2CNC[C@H]1C2c1ccc(-c2cccc(C#N)c2)cc1 (stereo partly specified)	.	-1.4&-3.7	5&-49	52&-4
Cc1noc(C)c1S(=O)(=O)N(C)C[C@@H]1OCCCC[C@H](C)Oc2ccc(NC(=O)Nc3ccc(F)cc3)cc2C(=O)N([C@H](C)CO)C[C@@H]1C	91	-0.1	-35	-2
COCC(=O)Nc1ccc2c(c1)C(=O)N(C)[C@H]1CC[C@H](CC(=O)Nc3ccccc3)O[C@H]1CO2	43	-0.6	-27	0
CN1[C@@H]2c3ccc(-c4ccccc4)c(=O)n3C[C@H]1[C@H](CO)[C@H]2C(=O)N1CCC(Cc2ccccc2)CC1	53	0.4	-9	2
CCCN(C)C[C@H]1Oc2ncc(Br)cc2C(=O)N([C@H](C)CO)C[C@H]1C	-5	14	-20	8
CCCC(=O)Nc1ccc2c(c1)C(=O)N(C)C[C@H](OC)[C@@H](C)CN(C(=O)CN(C)C)[C@H](C)CO2	-16	-0.1	22	.
CC(C)CC#Cc1ccc([C@@H]2[C@@H](CO)N3C(=O)CN(C(=O)Nc4ccc(F)cc4)C[C@H]23)cc1	.	-0.8	-28	-2
C[C@H](CO)N1C[C@H](C)[C@H](CN(C)Cc2ccc(C(=O)O)cc2)Oc2ccc(NC(=O)C3CCCCC3)cc2CC1=O	-33	0.1	20	1
C[C@@H]1CN([C@H](C)CO)S(=O)(=O)c2ccc(-c3cccc(F)c3)cc2O[C@@H]1CN(C)C(=O)C1CC1	.	1.1	12	-2
CC(=O)NC[C@H]1[C@@H](c2ccc(-c3cccnc3)cc2)[C@H](CO)N1C(=O)C1CC1	70	-0.3	0	5
C[C@H](CO)N1C[C@H](C)[C@@H](CN(C)CC2CC2)Oc2ccc(NS(=O)(=O)c3cccs3)cc2CC1=O	-36	0.0	30	2
CNC[C@@H]1OCc2ccccc2-c2ccccc2C(=O)N([C@@H](C)CO)C[C@@H]1C	22	.	-6	-2
Cc1cc(C(=O)Nc2cccc3c2O[C@@H](CN(C)C(=O)Nc2ccc(C(F)(F)F)cc2)[C@@H](C)CN([C@H](C)CO)C3=O)n(C)n1	24	0.5	-25	9
CC(C)NC(=O)N(C)C[C@H]1OCCCC[C@H](C)Oc2ccc(NC(=O)NC3CCCCC3)cc2C(=O)N([C@H](C)CO)C[C@@H]1C	67&54	-0.2	7&-13	-1
Cc1noc(C)c1S(=O)(=O)N(C)C[C@H]1OCCCC[C@@H](C)Oc2ccc(NC(=O)Cc3ccccc3)cc2C(=O)N([C@@H](C)CO)C[C@@H]1C	79	-2.0	-60	-15

# Three structures out of the list, sorted by count of non-hydrogen atoms, smallest number first.
SMILES	T cruzi growth	KDM4C inh	Pf Dd2 inh	C diff growth
CC(=O)NC[C@H]1[C@@H](c2ccc(-c3cccnc3)cc2)[C@H](CO)N1C(=O)C1CC1	70	-0.3	0	5
CN1C(=O)c2cc(NC(=O)c3ccccc3)ccc2OC[C@@H]2O[C@@H](CC(=O)O)CC[C@@H]21	-121	-1.2	-2	1
Cc1cc(C(=O)Nc2cccc3c2O[C@@H](CN(C)C(=O)Nc2ccc(C(F)(F)F)cc2)[C@@H](C)CN([C@H](C)CO)C3=O)n(C)n1	24	0.5	-25	9

# The list continues:
SMILES	T cruzi growth	KDM4C inh	Pf Dd2 inh	C diff growth
C[C@@H]1CN([C@H](C)CO)C(=O)c2cccc(NC(=O)CCCCCC(=O)Nc3ccccc3N)c2O[C@@H]1CN(C)S(=O)(=O)c1ccccc1	.	0.1	-89*	-7
CC(C)NC(=O)Nc1cccc2c1O[C@H](CN(C)S(=O)(=O)c1ccc(F)cc1)[C@H](C)CN([C@@H](C)CO)C2=O	37	0.1	-15	-2
O=C(CCN1CCCCC1)NCC[C@@H]1CC[C@@H](NC(=O)C2CC2)[C@@H](CO)O1	.	2.7	0	4
COc1ccccc1-c1ccccc1[C@H]1[C@@H](C#N)N(C(=O)C2CC2)[C@H]1CO	.	-0.6	7	-13
CO[C@H]1CN(C)C(=O)c2cc(NC(=O)Nc3cccc(F)c3)ccc2OC[C@@H](C)N(C)C[C@H]1C	-11	0.9	-30	-1
Cc1ccc(S(=O)(=O)N(C)C[C@H]2Oc3cc(C#Cc4ccccc4)ccc3S(=O)(=O)N([C@H](C)CO)C[C@H]2C)cc1	.	-1.2	-38	3
CN(C)CCCNC(=O)C[C@H]1CC[C@H](NS(=O)(=O)c2ccccc2)[C@@H](CO)O1	9	-0.3	17	4
C[C@H]1CN([C@@H](C)CO)C(=O)CCCn2cc(nn2)CO[C@H]1CN(C)C(=O)Nc1ccc(C(F)(F)F)cc1	8	0.8	15	0
CC(=O)N1CC2(C1)[C@H](c1ccc(-c3cccc(F)c3)cc1)[C@@H](CO)N2CC1CCOCC1	.	0.0	-7	9
O=C(C[C@H]1CC[C@@H]2[C@H](COC[C@H](O)CN2C(=O)Nc2ccc(C(F)(F)F)cc2)O1)NCC1CC1	-2	.	-17	-23
C[C@@H]1CCCCO[C@H](CN(C)C(=O)Nc2ccc3c(c2)OCO3)[C@H](C)CN([C@H](C)CO)C(=O)c2cc(NC(=O)c3ccncc3)ccc2O1	79	16	-5	2
CO[C@@H]1CN(C)C(=O)c2ccc(NC(=O)C3CC3)cc2OC[C@@H](C)N(C(=O)CN2CCOCC2)C[C@H]1C	-13	-0.5	39	.
COc1ccc(NC(=O)N2C[C@H](O)COC[C@@H]3O[C@@H](CC(=O)NCc4ccccc4OC)CC[C@H]32)cc1	0	-1.0	-1	.
COc1cccc(-c2cn(CC[C@H]3CC[C@@H](NC(=O)CC4CC4)[C@@H](CO)O3)nn2)c1	-12	.	-22	-8
